INS promoter inh – TRM-6 insulin promoter activity inhibition; inhibition, % at 2 µM; 130,000 compounds, 0.9% hits; AID 1273; TRM-6 cells (human fetal islet line), insulin promoter-eGFP reporter, imaging; reporter expression induced with tamoxifen;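 active = inhibition above the mean plus 3 SD, with well images judged a real hit on visual review, cut at about 60% in these data, passing the limit was not always enough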
sdo1 growth – sdo1-depleted yeast growth rescue; S. cerevisiae sdo1-depleted JHY4D growth rescue, OD600 30 h; hits give high values; pdr5 snq2 efflux-pump mutant strain; z-score at 10 µM; 140,000 compounds, 0.21% hits; AID 817;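 active = z-score above 3 at both the 24 hr and the 30 hr optical density reads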;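 note: z-score against mean and SD of all compound wells on the same plate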
sdo1 growth Rescue 24 h – second read-out of sdo1 growth, no call of its own (marks repeat the call); z-score; S. cerevisiae sdo1-depleted JHY4D growth rescue, OD600; measured here: growth rescue at 24 h;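 0 is the plate mean of compound wells and units are plate SD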
* marks the source's active call; other numbers are inactive results; x = not tested or not shown.

Compound	INS promoter inh	sdo1 growth Rescue 24 h	sdo1 growth
CCOCCCNC(=O)C(NC(=O)c1ccc(NC(C)=O)cc1)c1ccc(Cl)cc1 (stereo not drawn)	19	2.7	2.6
COc1ccc2c(c1)c(=O)oc1cc(OCC(=O)N3CCc4ccccc4C3)ccc12	x	-0.27	-1.5
CCOC(=O)c1ccc(N2C(=O)CC(N3CCN(C/C=C/c4ccccc4)CC3)C2=O)cc1 (stereo not drawn)	30	0.8	0.84
Cc1cc(=O)oc2cc(Oc3ccc([N+](=O)[O-])cc3C(F)(F)F)ccc12	-18	x	x
CCN1CCN(C(=O)CS(=O)Cc2nc(-c3ccc(OC)cc3)oc2C)CC1 (stereo not drawn)	x	0.3	0.7
C=CCOc1ccc(CNn2cn[nH]c2=S)cc1OC	-29	-0.32	0.38
CC(C)CC1N=C2c3ccccc3N=C(SCc3cc(=O)n4ccccc4n3)N2C1=O (stereo not drawn)	-71	x	x
Cc1ccc(S(=O)(=O)N2CCC(C(=O)NCCc3ccc(S(N)(=O)=O)cc3)CC2)cc1	-42	0.1	0.2
CC(=O)c1cccc(NC(=O)C(OC(=O)/C=C/c2ccc3c(c2)OCO3)c2ccccc2)c1 (stereo not drawn)	32	-0.23	-0.04
COc1ccc(Oc2ncnc3c2ncn3Cc2ccccc2)cc1	-69	-0.13	-0.04
Cc1cccc(NC(=O)Nc2ccc(C)c(C)c2)n1	-121	0.27	-0.1
CN(CCc1ccccn1)C(=O)Nc1ccc(Cl)cc1	-31	-0.92	-0.21
COc1ccc(/C=N/Nc2nonc2N)cc1OC	-329	0.62	0.84
O=C(Nc1ccccc1)c1ccc(NC2CCCCC2)c(S(=O)(=O)N2CCOCC2)c1	-242	-1.6	-1.2
COC(=O)c1ccc2c(=O)n(CCN3CCOCC3)c(SCC(=O)NCc3ccccc3)nc2c1	38	x	x
Cc1cccc(C)c1NC(=O)C1CCCN1C(=O)OC(C)(C)C (stereo not drawn)	-120	x	x
N#CC1=C(N)C(C#N)(C#N)[C@H](c2ccoc2)[C@H]2CN(Cc3ccccc3)CC=C12	-212	0.28	-0.03
Cc1cc(NS(=O)(=O)c2ccc(NC(NC(=O)C(C(F)(F)F)C(F)(F)F)(C(F)(F)F)C(F)(F)F)cc2)no1	35	1.2	0.8
CCOP(=O)(OCC)/C(=N/OC(=O)c1ccccc1C)C(N)=O	-50	-0.86	-0.03
Cc1ccccc1NC(=S)NC12CN3CN(CN(C3)C1)C2	40	x	x
CCN(CC(=O)N1CCCCCC1)S(=O)(=O)c1ccc(Cl)cc1	-8	-0.82	-0.44
N#C/C(=C\c1ccc(N2CCCC2)c([N+](=O)[O-])c1)c1nc2ccccc2[nH]1	x	0.83	-0.82
CCCn1c(=O)c2c(c3ccccc31)OC(C)C(=O)N2 (stereo not drawn)	x	-0.54	-0.45
Cc1cc(C)cc(N(CC(=O)Nc2ccccc2C(=O)N2CCOCC2)S(C)(=O)=O)c1	-20	1	6.4
N#CC1=C2SCN(Cc3ccccc3)CN2C(=O)CC1c1ccccc1F (stereo not drawn)	x	-0.32	0.35
C=CCOc1ccc(/C(O)=C2\C(=O)C(=O)N(CCN(C)C)C2c2cccs2)cc1 (stereo not drawn)	x	0.93	0.86
COc1cccc(C(=O)NC(C)c2ccc(Br)cc2)c1 (stereo not drawn)	17	0.29	0.35
COc1cc(C2C(C#N)=C(N)N(Nc3ccccc3)C3=C2C(=O)CC(C)(C)C3)ccc1OCc1ccccc1 (stereo not drawn)	x	-0.65	-0.47
O=C(Nc1ccccc1C(=O)Nc1ccccc1C(=O)NCc1ccco1)c1ccco1	31	-1.5	-1.7
Cc1cc(NC(=O)c2cc(-c3cccnc3)nc3c(C)c(C)ccc23)no1	-408	6.1	-1.6

3 records drawn at random from the list so far, as already listed:
Compound	INS promoter inh	sdo1 growth Rescue 24 h	sdo1 growth
CCOC(=O)c1ccc(N2C(=O)CC(N3CCN(C/C=C/c4ccccc4)CC3)C2=O)cc1 (stereo not drawn)	30	0.8	0.84
COc1ccc(/C=N/Nc2nonc2N)cc1OC	-329	0.62	0.84
COC(=O)c1ccc2c(=O)n(CCN3CCOCC3)c(SCC(=O)NCc3ccccc3)nc2c1	38	x	x

(further entries)
Compound	INS promoter inh	sdo1 growth Rescue 24 h	sdo1 growth
CC1(C)C(C=C(Cl)Cl)C1C(=O)N(Cc1cccc(Cl)c1)C1CCS(=O)(=O)C1 (stereo not drawn)	-38	-1.1	-1
COc1cccc(NC(=O)N2CCCC2C(=O)Nc2ccc3c(c2)OCO3)c1 (stereo not drawn)	x	-0.26	0.13
Cc1cccc(N2CCN(C(=O)Cn3ccc4ccccc4c3=O)CC2)c1C	6	-0.21	-0.11
CCc1nnc(NC(=O)CSc2nc(-c3ccccc3)nc3ccccc23)s1	x	0.79	-0.1
CCCc1cc(=O)[nH]c(SCC(=O)NC(=O)OCC)n1	27	0.57	0.79
COc1cc2c(C(=O)NCc3ccc(C)o3)cn(CC(C)C)c(=O)c2cc1OC	x	-0.42	0.1
O=C(CSc1ccc2ccccc2n1)N1CCC(c2noc3ccc(F)cc23)CC1	72	0.89	0.08
CCc1c(C)nc2ncnn2c1NCc1cccs1	5	-0.17	0.67
Cn1c(-c2csc(-c3cccc(C(F)(F)F)c3)n2)n[nH]c1=S	28	x	x
CCn1c2ccccc2c2cc(NC(=O)c3cc(OC)cc(OC)c3)ccc21	-150	0.51	-0.13
CC1=CC(c2ccccc2)n2nc(N3C(=O)c4ccccc4C3=O)nc2N1 (stereo not drawn)	-14	0.91	1.1
COCCOc1cc(-n2cccc2)c(Cl)cc1Cl	56	x	x
O=C1NC2(CCCC2)N=C1c1ccc(Cl)cc1	x	-0.73	-0.61
O=C(COc1ccc2ccccc2c1Br)NNC(=O)Nc1ccccc1	x	1.5	-0.6
NC(=O)c1ccc(Cc2ncc(C(F)(F)F)cc2Cl)s1	34	0.83	0.72
Cc1ccc(C2CC(=O)Nc3cc4c(cc32)OCO4)o1 (stereo not drawn)	-28	-0.44	0.04
O=c1oc2ccccc2cc1-c1nc2ccccc2o1	-38	-0.65	-0.39
Cc1sc2ncnc(N(C)Cc3ccco3)c2c1C	34	-0.82	-1
COC(=O)c1ccc(NC(=O)Cn2nc(SC)n(N)c2=S)cc1	-6	0.64	0.66
Cc1ccnc(N/C=C(/NC(=O)c2ccccc2)C(=O)NN)n1	38	x	x
C=CCc1cccc(CNc2nc3ccccc3n2CC)c1O	-17	-1.4	-2.1
Cc1cc(=O)[nH]c(SCc2csc(-c3ccccc3)n2)n1	21	-1	-1
Cc1c2cnn(CC(=O)Nc3c(F)c(F)cc(F)c3F)c(=O)c2c(C)n1Cc1ccc(F)cc1	0	x	x
CCS(=O)(=O)N1CCC(C(=O)NC2CCCCC2)CC1	46	2.5	1.8
CC(C)c1ccccc1OCC(=O)NC1CCCc2ccccc21 (stereo not drawn)	x	1.5	0.8
CCCCNC(=O)c1ccccc1NS(=O)(=O)c1ccc2c(c1)OCCO2	13	-0.09	-0.18
O=C(COC(=O)Cn1cnc2ccccc2c1=O)Nc1ccccc1Sc1ccc(Cl)cc1	-17	-0.63	-0.46
Cc1ccc2c(c1)n([O-])c1c([n+]2=O)CCCC1	x	0.18	0.05
Cc1cc(C)nc(NC2=NCC(=O)N2CCc2c[nH]c3ccccc23)n1	-86	-0.29	0.25
Cc1cc(/C(O)=C2\C(=O)C(=O)N(CCN(C)C)C2c2ccncc2)ccc1OCc1ccccc1 (stereo not drawn)	x	0.88	0.73
COc1cc(C(=O)NCC(c2cccnc2)N2CCN(c3ccc(F)cc3)CC2)cc(OC)c1OC (stereo not drawn)	-35	x	x
Cc1cc([N+](=O)[O-])c(-c2ccc(/C=N/n3cnnc3)o2)cc1Cl	x	0.62	0.42
Cc1ccc(-c2cc(C(=O)Nc3ccc(S(=O)(=O)Nc4nc(C)cc(C)n4)cc3)c3ccccc3n2)cc1	-21	0.42	-0.47
Cc1ccc(NC(=O)c2cc(=O)c3ccccc3o2)cc1	6	-1.3	-0.42
O=C(CN(c1ccccn1)S(=O)(=O)c1ccccc1)N/N=C/c1cccc([N+](=O)[O-])c1	x	-0.14	0.87
CC(=O)Nc1ccc(S(=O)(=O)NCCSCc2cccc(Cl)c2)cc1	-48	-0.35	0.23
Cc1cccc(OCC(=O)Nc2nc3ccc([N+](=O)[O-])cc3s2)c1C	-94	0.19	-0.3
O=C(Nc1cccnc1)c1cc(-c2ccco2)on1	-13	-0.82	-0.12
C=CCN(C(=O)Nc1ccccc1)C1CC(=O)N(c2ccc(OC)cc2)C1=O (stereo not drawn)	-35	-0.23	0.19
CCOc1ccc2c(c1)-c1c(ssc1=S)C(C)(C)N2C(=O)c1ccco1	7	0.1	-1.1
O=C(O)Cn1cc(/C=C/[N+](=O)[O-])c2ccccc21	0	x	x
CCCn1nnnc1NC(=O)COc1ccc(Cl)cc1C	-9	0.81	0.83
CC(C)=CC(=O)Nc1nc2ccc([N+](=O)[O-])cc2s1	24	x	x
CC(=O)c1ccc2c3c(cccc13)C(=O)N(c1c(C)nn(C)c1C)C2=O	20	0.56	0.35
Cc1cc(C(=O)OCC(=O)c2ccc(Cl)c([N+](=O)[O-])c2)c2cccc(C)c2n1	-19	-0.63	-0.43
CC(C)COP(=O)(OCC(C)C)C(Nc1ccccc1)c1ccc2c(c1)OCO2 (stereo not drawn)	x	-0.75	-0.75
O=C1/C(=C/c2cccnc2)Oc2cc(OS(=O)(=O)c3ccccc3)ccc21	0	-1	-1.1
CCOc1ccc(C2=Nn3c(nnc3-c3ccccn3)SC2)cc1	x	-2.1	-1
CCn1c(SCC(=O)NCc2cccs2)nc2c1c(=O)n(C)c(=O)n2C	9	0.87	0.96
CCN(CC)CCOC(=O)c1ccc(NC(=O)C2(c3ccccc3)CCCC2)cc1	16	-0.13	0.03
COc1ccc(CNc2nc3c(c(C(F)(F)F)n2)CCCCC3)cc1	-4	-0.95	-1.2
CCn1cc(C(=O)OCc2ccc(F)cc2)c(=O)c2ccc(C)nc21	19	-0.55	-0.79
CC(C)CNC(=S)NNC(=O)c1nn(C)cc1Cl	-17	-0.21	0.2
O=C(C1COc2ccccc2O1)N1CCOCC1 (stereo not drawn)	21	0.08	0.4
Cc1ccc(S(=O)(=O)CCC(=O)Nc2nccs2)cc1	3	1.4	1.7
O=C(CSc1nnnn1-c1cccc2c1CCCC2)NC1CCCC1	3	-1	-0.75
CCC(C)n1c(SC(C)C#N)nc2ccccc2c1=O (stereo not drawn)	20	0.12	-0.43
CCCOc1ccccc1C(=O)NC(CO)C(=O)O (stereo not drawn)	42	-0.72	0.21
CCOC(=O)Cc1csc(N/N=C/c2ccccc2)n1	-29	-0.69	-0.54
COc1c(Cl)cc(Cl)cc1C(=O)Nc1ccc(CN2CCCCC2)cc1	-38	x	x

5 successive entries from above, quoted:
Compound	INS promoter inh	sdo1 growth Rescue 24 h	sdo1 growth
CC(C)COP(=O)(OCC(C)C)C(Nc1ccccc1)c1ccc2c(c1)OCO2 (stereo not drawn)	x	-0.75	-0.75
O=C1/C(=C/c2cccnc2)Oc2cc(OS(=O)(=O)c3ccccc3)ccc21	0	-1	-1.1
CCOc1ccc(C2=Nn3c(nnc3-c3ccccn3)SC2)cc1	x	-2.1	-1
CCn1c(SCC(=O)NCc2cccs2)nc2c1c(=O)n(C)c(=O)n2C	9	0.87	0.96
CCN(CC)CCOC(=O)c1ccc(NC(=O)C2(c3ccccc3)CCCC2)cc1	16	-0.13	0.03

(list continues)
Compound	INS promoter inh	sdo1 growth Rescue 24 h	sdo1 growth
CCCn1c(-c2ccccc2)nc2c(=O)n(C)c(=O)[nH]c21	-35	-0.87	0.2
Cc1cc(C)nc(SCc2ccc(C(=O)N/N=C3\CC(C)CC(C)(C)C3)cc2)n1 (stereo not drawn)	x	-0.79	-0.18
Cc1[nH]nc2c1C1(CCN(Cc3ccccc3)CC1)C(C#N)=C(N)O2	0	-0.16	0.07
Cc1ccc(-n2nc(C(=O)c3ccccc3)n3c(=O)c(Cc4ccccc4)nnc23)cc1	-38	0.13	-0.23
CCOCCCN1CN(Cc2ccco2)CNC1=S	-67	x	x
COC(=O)C(C)Sc1nc2c([nH]c3ccccc32)c(=O)n1C (stereo not drawn)	22	0.2	0.37
Cc1cccc(C(=O)Nc2ccccc2N2CCN(c3ccc(F)cc3)CC2)c1	-10	-0.84	-0.97
Cc1ccccc1NC(=S)N(C)C1(c2ccccc2Cl)CCCCC1=O (stereo not drawn)	-6	-1.2	-1.6
O=C(Nc1nc(-c2ccc(S(=O)(=O)N3CCOCC3)cc2)cs1)c1ccccc1	18	-0.73	-1.3
O=C(Cc1ccc(Cl)cc1)N1CCN(C(=O)c2ccco2)CC1	-5	-0.39	0.07
COC(=O)C1C(O)=C(C(C)=N)C(=O)CC1(C)C (stereo not drawn)	-87	-0.85	-0.33
Cc1ccc(CC(=O)Nc2ccc(F)c([N+](=O)[O-])c2)cc1C	42	x	x
Cc1nc(C)c(NC(=O)N2CCc3ccccc32)cc1NC(=O)N1CCc2ccccc21	18	0.54	0.57
CCOc1ccc(C(=O)CC(=O)C(=O)NCCc2ccc(OC)c(OC)c2)cc1	41	0.07	0.03
CCc1cc(C=NC2CCCCC2)c(O)s1	x	-0.4	-0.75

An excerpt; count on the stated rates, not on these rows.
